# Screening data (PubChem)
# FBW7 act: human FBW7 E3 ligase activation, primary screen. Q969H0. AID 1259310. AlphaScreen FBW7–phospho-cyclin E peptide binding, activator screen. hit rate 0.13% among 650,000. normalized activity (activation), % at 26.1 µM; in the data active = normalized activity above about 1.9%;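 also: purified mutant Fbw7 with reduced substrate affinity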
# TEAD-YAP block: TEAD-YAP interaction inhibition; HEK-TIYL cells, TEAD-Gal4/YAP UAS-luciferase luminescence; inhibition, % at 9.12 µM; hit rate 1.4% among 640,000; AID 1259422; in the data active = inhibition above about 32%;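 also: 0% = median of test compound wells and 100% = reference inhibitor wells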
# MITF primary: blocks human microphthalmia-associated transcription factor; inhibition, % at 2.6 µM; AID 1259374; hit rate 0.91% among 650,000; AlphaScreen MITF homodimerization, bead proximity signal; in the data active = inhibition above about 50%;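 also: 0% = vehicle wells with protein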
# Target sequence (O75030 whole entry, looked up): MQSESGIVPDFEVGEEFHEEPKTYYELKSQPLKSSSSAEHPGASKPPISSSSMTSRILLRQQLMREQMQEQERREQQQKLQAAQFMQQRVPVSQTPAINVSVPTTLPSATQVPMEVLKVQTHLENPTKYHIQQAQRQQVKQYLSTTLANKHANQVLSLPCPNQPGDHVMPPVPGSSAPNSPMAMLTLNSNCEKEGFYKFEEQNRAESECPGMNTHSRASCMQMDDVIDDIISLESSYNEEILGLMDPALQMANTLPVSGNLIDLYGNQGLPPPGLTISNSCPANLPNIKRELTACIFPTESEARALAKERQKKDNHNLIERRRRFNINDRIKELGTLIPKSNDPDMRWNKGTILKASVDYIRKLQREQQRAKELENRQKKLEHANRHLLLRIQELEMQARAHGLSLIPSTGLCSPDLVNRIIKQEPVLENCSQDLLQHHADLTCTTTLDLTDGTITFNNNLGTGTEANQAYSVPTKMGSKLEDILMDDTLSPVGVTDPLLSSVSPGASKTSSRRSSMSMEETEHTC
# GPR151 activ: activators of human GPR151; PathHunter beta-arrestin GPR151 cells, luminescence; Q8TDV0; AID 1508602; hit rate 1% among 650,000; activation, % at 11.2 µM; in the data active = activation above about 4.9%;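 also: 0% = median of compound wells and 100% = cells with positive control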
# Target sequence (Q8TDV0 whole entry, looked up): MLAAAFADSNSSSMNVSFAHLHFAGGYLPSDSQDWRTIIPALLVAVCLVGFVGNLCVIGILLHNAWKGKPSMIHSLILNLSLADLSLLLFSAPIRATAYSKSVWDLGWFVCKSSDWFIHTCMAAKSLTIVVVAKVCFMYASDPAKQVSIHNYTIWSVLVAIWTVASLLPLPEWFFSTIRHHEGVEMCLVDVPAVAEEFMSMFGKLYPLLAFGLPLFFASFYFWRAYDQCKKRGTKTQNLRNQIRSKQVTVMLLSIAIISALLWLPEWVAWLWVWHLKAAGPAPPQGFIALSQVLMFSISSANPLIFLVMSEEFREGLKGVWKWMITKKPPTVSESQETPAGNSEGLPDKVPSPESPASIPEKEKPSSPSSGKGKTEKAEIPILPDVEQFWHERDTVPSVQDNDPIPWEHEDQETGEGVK
# Numbers without * were called inactive.
SMILES,FBW7 act,TEAD-YAP block,MITF primary,GPR151 activ
CC(C)(C)OC(=O)N1CCN(S(=O)(=O)c2ccc(-n3cnnn3)cc2)CC1,0.0,4,6,0.7
Cc1ccc(/C=N/NC(=O)c2ccc(O)c(O)c2)o1,0.0,-3,8,-0.5
CC(=O)c1ccc(NC(=O)[C@@H](NC(=O)c2ccccc2F)C(C)C)cc1,0.1,1,4,-0.1
O=C(Cn1c(=O)oc2cc(S(=O)(=O)NCc3ccccc3)ccc21)NC1CCCC1,0.2,7,6,-0.8
O=C(COc1ccc(Br)cc1Cl)NC(=S)Nc1ccccn1,0.1,46*,-4,-0.8
CCc1ccc(NC(=O)CSc2nncc(=O)n2N)cc1,-0.5,11,2,0.8
CN(CCC#N)S(=O)(=O)c1cccc2nsnc12,0.1,2,11,1.1
Cn1c2c(c(=O)n(C)c1=O)C(c1ccc([N+](=O)[O-])cc1)Nc1ccccc1O2 (stereo not given),-0.1,11,26,-0.4
COc1cc(CC(=O)N2CC(=O)N(c3ccccc3SC)C(C)C2)cc(OC)c1OC (stereo not given),-0.1,6,1,-0.2
NNC(=O)c1nc[nH]c1C(=O)NN,-1.1,0,12,-0.7
CC(C)(C)NC(=O)NC(=O)COC(=O)CNS(=O)(=O)/C=C/c1ccccc1,-0.2,14,2,3.2
Cc1cnc(C(=O)Nc2cc(F)ccc2C)cn1,-0.1,2,-5,-0.1
CN1CCN(C(=O)c2ccc(-c3cnc4[nH]c(=O)n(C5CCOCC5)c4n3)cc2)CC1,-0.4,-11,9,1.1
Cc1cc2c(cc3c(=O)n(CCCC#N)nc(C)n32)o1,0.0,-28,0,0.3
CCc1cccc(OCCNCCOC)c1,0.0,1,15,-0.8
Cc1cc(C)c(C#N)c(SCc2ccccn2)n1,0.1,-27,5,-0.2
COC(=O)C(O)(c1c(-c2ccccc2)nc2sccn12)C(F)(F)F (stereo not given),0.1,-13,13,0.3
Cc1ccc(COc2ccc3c(=O)c(Oc4cccc(C)c4)coc3c2)cc1,-0.1,-6,15,0.2
COc1ccccc1-n1c(SCC(=O)C(C)(C)C)nc2c(sc(=S)n2-c2ccc(C)cc2C)c1=O,0.2,6,12,-0.6
Fc1cnc(Nc2ccc(Cn3cccn3)cc2)nc1-c1cc(N2CCOCC2)cc(C(F)(F)F)c1,0.4,0,7,2.1

# Quoted at random: 6 records from the list
SMILES,FBW7 act,TEAD-YAP block,MITF primary,GPR151 activ
O=C(COc1ccc(Br)cc1Cl)NC(=S)Nc1ccccn1,0.1,46*,-4,-0.8
CC(C)(C)NC(=O)NC(=O)COC(=O)CNS(=O)(=O)/C=C/c1ccccc1,-0.2,14,2,3.2
Cc1cc2c(cc3c(=O)n(CCCC#N)nc(C)n32)o1,0.0,-28,0,0.3
CCc1ccc(NC(=O)CSc2nncc(=O)n2N)cc1,-0.5,11,2,0.8
COc1ccccc1-n1c(SCC(=O)C(C)(C)C)nc2c(sc(=S)n2-c2ccc(C)cc2C)c1=O,0.2,6,12,-0.6
Cc1cnc(C(=O)Nc2cc(F)ccc2C)cn1,-0.1,2,-5,-0.1

# (further entries)
SMILES,FBW7 act,TEAD-YAP block,MITF primary,GPR151 activ
CC1(C)CC(=O)C2=C(C1)Nc1ncnn1C2c1ccc(C(C)(C)C)cc1 (stereo not given),0.7,-5,2,-0.8
CSCCCNC(=O)CCC1(Cc2ccc(Cl)cc2)CCC(=O)N1 (stereo not given),0.0,-9,-7,0.4
CCN(CC(=O)Nc1cccc(F)c1)CC(=O)Nc1ccc2c(c1)OCCO2,-0.2,-5,-7,2.4
Cc1ccc(CNC(=O)C2CSC(c3cccs3)=N2)cc1 (stereo not given),0.1,0,4,-0.4
CC(C)(C)N1C(=O)NC(=O)/C(=C/c2cccs2)C1=O,0.0,7,8,-0.4
COc1cc(OC)c(C2C(C#N)=C(N)Oc3cc(C)oc(=O)c32)cc1OC (stereo not given),-0.1,4,-5,-0.1
CCOC(=O)c1ccc(CN(Cc2ccc(C)cc2)S(=O)(=O)c2ccc(F)c(C(=O)Nc3c(C)cccc3CC)c2)cc1,-0.2,-7,-5,-0.2
COc1cc(-c2cc3nc(C)c(C)c(=O)n3[nH]2)cc(OC)c1OC,0.0,-8,12,-0.2
Cn1nc(C(=O)Nc2ccc(C3CCCCC3)cc2)cc1C(=O)Nc1ccc(C2CCCCC2)cc1,0.0,-2,3,2.6
Cc1ccc(OCC(=O)NNC(=O)COc2ccccc2C)cc1C,-0.1,4,-5,0.7
Cc1ccc(C(=O)Nc2ccncc2)c(Cl)c1,-0.2,1,0,-0.6
CCS(=O)(=O)N1CCN(c2cccc(Cl)c2)CC1,-0.2,5,-3,0.1
COc1cc(OC)c(OC)cc1/C=C1N=C(/C=C/c2cccc(Cl)c2Cl)OC\1=O,0.0,-10,-22,0.2
CC1CN(C(=O)CSc2cn(CC(=O)N(C(C)C)C(C)C)c3ccccc23)CC(C)O1 (stereo not given),-0.1,6,-1,1.5
COc1ccccc1CN1C(=O)C2C(C(=O)Nc3ccc(F)c(Cl)c3)C3C=CC2(O3)C1C(=O)NC1CCCC(C)C1C (stereo not given),0.2,0,17,-0.7
O=C(NCCNc1c(Cl)cccc1[N+](=O)[O-])c1ccccc1Br,-0.5,-8,-3,-0.6
Cc1nnc(-c2cccc(NC(=O)C3CCN(C4CCOCC4)CC3)c2)s1,0.0,-8,3,0.2
Cc1cccc(NC(=S)N(CCCN2CCC(C)CC2)Cc2ccco2)c1,0.1,11,-10,-1.7
O=C(Nc1nc(-c2ccc(Cl)cc2)cs1)c1ccc(S(=O)(=O)N2CCCCC2)cc1,-0.1,-1,-2,-0.5
Cc1cccc(C)c1NC(=O)CC(C)S(=O)(=O)c1ccc2c(c1)SCC(=O)N2 (stereo not given),0.1,-4,7,4.6

# The closing 7 entries of the part before open the next one:
SMILES,FBW7 act,TEAD-YAP block,MITF primary,GPR151 activ
CC1CN(C(=O)CSc2cn(CC(=O)N(C(C)C)C(C)C)c3ccccc23)CC(C)O1 (stereo not given),-0.1,6,-1,1.5
COc1ccccc1CN1C(=O)C2C(C(=O)Nc3ccc(F)c(Cl)c3)C3C=CC2(O3)C1C(=O)NC1CCCC(C)C1C (stereo not given),0.2,0,17,-0.7
O=C(NCCNc1c(Cl)cccc1[N+](=O)[O-])c1ccccc1Br,-0.5,-8,-3,-0.6
Cc1nnc(-c2cccc(NC(=O)C3CCN(C4CCOCC4)CC3)c2)s1,0.0,-8,3,0.2
Cc1cccc(NC(=S)N(CCCN2CCC(C)CC2)Cc2ccco2)c1,0.1,11,-10,-1.7
O=C(Nc1nc(-c2ccc(Cl)cc2)cs1)c1ccc(S(=O)(=O)N2CCCCC2)cc1,-0.1,-1,-2,-0.5
Cc1cccc(C)c1NC(=O)CC(C)S(=O)(=O)c1ccc2c(c1)SCC(=O)N2 (stereo not given),0.1,-4,7,4.6
CC1CC(C)CN(c2cc(NCCCO)c([N+](=O)[O-])c3nonc23)C1 (stereo not given),-0.2,9,-3,-0.3
Cc1onc(-c2ccccc2Cl)c1C(=O)Nc1c2c(nn1C(C)(C)C)CS(=O)(=O)C2,0.4,-19,6,0.0
CCOc1ccc(CCNC(=O)Nc2ccccc2[N+](=O)[O-])cc1OCC,-0.1,-17,6,0.8
Cc1ccc(/C=C2\SC(=O)N(CC(=O)Nc3ccccc3F)C2=O)s1,-0.1,2,-4,-0.4
Cc1ccc(C)c(NC(=O)N2CCOCC2)c1,0.0,-6,12,-0.8
Cc1ccccc1CN1CC(c2noc(-c3ccco3)n2)CC1=O (stereo not given),0.0,1,9,0.3
O=[N+]([O-])c1ccc(CSc2nnc(-c3cccnc3)n2Cc2ccco2)cc1,0.0,3,15,2.4
O=C1C2C3C=CC(C2C(=O)N1c1cccc(O)c1)C1C2C(=O)N(c4cccc(O)c4)C(=O)C2C31 (stereo not given),-0.2,-5,-7,-0.4
CSc1ccccc1C(=O)N1CCC(C(=O)NCc2nc(C)no2)CC1,-0.1,-6,9,0.1
COc1ccc(NC(=O)COc2cccc(OCCC(C)C)c2)cc1,0.0,1,-18,0.2
O=[N+]([O-])c1ccc(N2CCCCC2)nc1,0.8,9,8,-0.4
COc1cccc(C2=NS(=O)(=O)N(C)C(C(=O)N3CCCCC3)=C2)c1,-0.2,10,1,-0.4
O=[N+]([O-])c1ccc(NCCCNS(=O)(=O)c2ccc(Br)cc2)cc1,0.0,17,8,1.0
Cc1noc(C)c1S(=O)(=O)N1CCCC(C(=O)Nc2cc(F)ccc2F)C1 (stereo not given),0.0,-6,-9,3.3
CC(C)(C)n1nnnc1CN1CCN(c2cccc(Cl)c2)CC1,0.1,11,-1,-0.6
COc1cc(C(=O)Nc2c(C)cc(C)cc2C)c([N+](=O)[O-])cc1OC,-0.1,-1,11,-1.2
Cc1nc2nc(S(=O)(=O)N3CCC(C)CC3)nn2c(C)c1C,0.0,2,-2,0.5
O=C(Nc1cc(Cl)ccc1O)c1cnn2c(C(F)(F)F)cc(-c3ccccc3)nc12,0.0,6,9,-0.5
O=C1CC2(CCCC2)CC(=O)N1c1ccccc1Cl,-0.1,-18,13,0.1
CN1CCN(C(=O)CN(c2cccc(Cl)c2)S(C)(=O)=O)CC1,0.0,-1,-7,0.3
CCOc1ccccc1NC(=O)c1oc2ccccc2c1NC(=O)C1CCCO1 (stereo not given),0.9,16,8,-1.9
O=C(CCCCC(=O)N/N=C\c1ccco1)N/N=C\c1ccco1,0.0,-9,-9,0.9
O=C(COc1ccc(Cl)cc1)Nc1nnc(-c2ccc(Cl)cc2)o1,0.0,1,0,1.4
CC(C(=O)NCc1ccccc1Cl)N1Cc2ccccc2C1=O (stereo not given),-0.4,-6,-3,0.1
CC(SC(=S)N1CCCC1)C(=O)O (stereo not given),0.1,-3,3,-0.6
COc1ccc(/C=N/NC(=O)COc2ccc(Br)cc2OC)c(O)c1,-0.1,8,14,-0.1
Cn1c(=O)c2c(NC(=O)c3cccs3)ccnc2n(C)c1=O,0.0,4,5,2.2
CCOC(=O)c1ccc(-n2c(N)c(C(=O)NCc3ccccc3OC)sc2=S)cc1,0.2,-6,9,-0.6
COc1cccc(C(=O)Nc2c3c(nn2-c2cccc(Cl)c2)CSC3)c1OC,-0.2,1,-3,-0.4
O=C(Cn1cnc2c(nnn2Cc2ccccc2)c1=O)NC1CCCCC1,0.3,-11,3,1.8
COc1ccc(C(=O)Nc2cc(OC)nc(OC)n2)cc1,0.0,-34,-3,-6.4
CC(=O)OC1CCC2(C)C(=CCC3C2CCC2(C)/C(=N/NC(=O)c4ccncc4)CCC32)C1 (stereo not given),0.2,3,7,0.2
COc1ccc(C(=O)c2ccc(OC)c(N)c2)cc1N,-0.1,36*,-10,0.1
CCOC(=O)c1c(NC(=O)c2cccc(OC)c2)sc(C(=O)Nc2ccccc2F)c1C,-0.1,-3,3,-0.3
COC(=O)C1CC(=O)N(Cc2ccccc2)C12CCN(Cc1ccc(F)cc1)CC2 (stereo not given),-0.2,-6,-1,-0.6
O=C(NC1CCCC1)C(c1ccccn1)N(C(=O)c1csnn1)c1ccccc1F (stereo not given),0.0,-4,-5,-0.4
CC(C)(C)NC(=O)CSc1nc(-c2ccc(F)cc2)cs1,0.1,-29,2,2.8
CCOC(=O)N(CC#N)c1ccc(C)cc1,-0.1,-4,6,0.5
Nc1cc(Cl)ccc1C(=O)OCC(=O)Nc1ccc(N2CCCCC2)cc1,0.3,-6,21,2.3
CN(C)CCCNC1=CC(=O)OC12CCCCC2,0.0,10,-2,-0.2
CC(C)c1ccccc1NC(=O)c1cc2ccccc2o1,0.1,-14,5,-1.0
CN(C)c1nc(N)nc(/C(C#N)=C/C2CC3C=CC2C3)n1 (stereo not given),-0.5,-7,7,-1.4
Cc1cc(NC(=O)c2cccc(N3C(=O)CCC3=O)c2)no1,0.2,-2,2,-0.8
COc1ccc(CN2CCN(Cc3cn(C)nc3C)CC2CCO)c(C)c1C (stereo not given),0.1,6,0,0.9
COc1cc(CNc2nc(C)c([N+](=O)[O-])c(C)c2C#N)cc(OC)c1,-0.1,-4,20,-0.6
CCOC(=O)N1CCN(c2cc(C)nc3nc(C)nn23)CC1,-0.3,5,1,-0.2
NCCNCCP(=O)(c1ccccc1)c1ccccc1,0.4,3,-6,-0.1
Cc1cc(SCC(=O)Nc2ccc(C(N)=O)cc2)c(C)cc1Br,-0.1,3,1,1.0
COc1ccc(/C=C(\C#N)C(=O)Nc2ccccc2Br)c(OC)c1,0.1,5,2,1.3
CCOCCCNC(=O)CSc1nnc2c3ccccc3n(C)c2n1,-0.1,0,-5,-1.3
CC(c1ccon1)N(C)C(=O)CCc1nnc(CCCCc2ccccc2)o1 (stereo not given),0.1,-6,-4,3.9
O=C(Cn1cnc2scc(-c3ccccc3)c2c1=O)Nc1ccccn1,0.4,0,11,0.0
CCOC(=O)c1ccc(N2CC(O)=C(c3ccccc3)C2=N)cc1,0.1,5,10,-2.0
COc1ccc(NC(=O)/C=C/c2ccccc2OC)cc1Cl,0.3,-54,4,3.8
COc1ccccc1-n1nnc(C(=O)NCc2ccccc2Cl)c1N,0.6,-11,4,-1.8
Cc1cc(Br)ccc1NC(=O)c1cnc2sccn2c1=O,-0.2,-10,-13,0.1
O=C(Nc1ccc(-c2cccc(F)c2)cc1)C1CCCN(C(=O)Cn2cccn2)C1 (stereo not given),0.0,-52,4,2.5
N#CCCN1CCN(S(=O)(=O)c2cc(Cl)ccc2Cl)CC1,-0.1,2,2,-0.8
CCCCCC1CCC(c2ccc(-c3noc(-c4ccc(F)cc4)n3)cc2)CC1 (stereo not given),-0.2,4,-2,0.1
CCOc1ccc(NC(=O)Cn2nnc(C(=O)Nc3ccccc3F)c2N)cc1,0.0,11,-6,-1.2
Cc1ccc(-n2c(SCC(N)=O)nnc2-c2ccccn2)c(C)c1,0.2,7,3,-0.6
O=C(Nc1c2c(nn1-c1ccc(F)cc1)CSC2)c1cc([N+](=O)[O-])ccc1Cl,0.0,86*,4,0.1
